Source: PubChem BioAssay (National Center for Advancing Translational Sciences (NCATS))
IL2 activator: qHTS of IL-2 Activators; AID 652025, 2013; activation, % (series mostly up to about 46 µM); IL-2 activation reporter assay, cell-based qHTS; stimulated with anti-CD3/CD4/CD28 beads; in transgenic mouse T cells; 360,000 compounds, 0.065% hits; in the data active = activation above about 50%; inconclusive = mostly about 30% to 49%; also: 0% is about no effect
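Unstimulated transgenic mouse T cells; 60-min compound exposure; bead-based TCR/CD4/CD28 stimulation; 18 h culture, 37 degrees C; dual fluorescence (EGFP, DsRed) plate cytometry.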
PI5P4Ka inh: qHTS for Inhibitors of phosphatidylinositol 5-phosphate 4-kinase (PI5P4K). Phosphatidylinositol 5-phosphate 4-kinase type-2 alpha (Homo sapiens), P48426. PI5P4Kalpha enzyme, ADP-Glo luminescence, 60 min; stronger effect = lower value. max response, %. 330,000 compounds, 1.2% hits. AID 652105, 2013; active = max response of -50% or lower; inconclusive = between -30% and -50%; inactive = -30% or higher; also: value at the top dose of about 77 µM; % is scaled to controls: 0 for no effect and ±100 for the full control effect
Target sequence (P48426 whole entry, looked up): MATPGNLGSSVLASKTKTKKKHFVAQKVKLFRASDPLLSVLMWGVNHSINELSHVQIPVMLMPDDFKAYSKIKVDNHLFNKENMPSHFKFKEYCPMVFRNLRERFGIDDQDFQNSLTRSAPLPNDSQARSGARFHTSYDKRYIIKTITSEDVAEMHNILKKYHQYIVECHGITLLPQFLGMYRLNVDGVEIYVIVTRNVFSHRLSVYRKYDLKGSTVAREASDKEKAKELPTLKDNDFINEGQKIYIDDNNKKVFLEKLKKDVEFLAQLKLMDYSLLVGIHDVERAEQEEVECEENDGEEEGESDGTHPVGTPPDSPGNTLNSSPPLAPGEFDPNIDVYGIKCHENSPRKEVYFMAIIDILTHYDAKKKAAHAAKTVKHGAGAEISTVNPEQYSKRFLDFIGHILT
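Compounds were pin-transferred onto PI5P4Kalpha and substrate in HEPES pH 7.4 buffer with EGTA, CHAPS and 5% DMSO. ATP (5 microM final) started the reaction, which ran 60 minutes at room temperature before ADP-Glo detection.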
EPAC1 antagonist: qHTS for Antagonist of cAMP-regulated guanine nucleotide exchange factor 3 (EPAC1): primary screen. Rap guanine nucleotide exchange factor 3 (Homo sapiens), O95398. EPAC1 GEF assay, Rap1b-BODIPY-GDP exchange fluorescence. Potency, µM (doses to about 115 µM), for inactives: at the highest dose activity change, negative = inhibition, most hits filed as inhibitors. 360,000 compounds, 0.14% hits. AID 720709, 2013;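 also: potency is read from the fitted curve at half-maximal effect; plate controls were vehicle for no effect and positive control for full effect; nearly all actives have a fitted effect of over 50% in size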
aSyn rescue: qHTS of alpha-syn Inhibitors | AID 652106, 2013 | 370,000 compounds, 0.14% hits | Yeast expressing alpha-synuclein, growth rescue, BacTiter-Glo, 24 h | Potency, µM (titrated, usually from 46.1 µM), for the others: at the top dose growth rescue (activation), most hits filed as activators; also: potency is read from the fitted curve at half-maximal effect; % of control where 0% means no effect; nearly all actives have a fitted effect of over 65% in size
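Rescue of yeast growth: cells expressing toxic alpha-synuclein, induced in galactose at OD600 0.02, incubated with compound 24 h at 30 C. ATP luminescence quantified growth; inhibitors of toxicity appear as activators.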
EPAC1 ag: qHTS for Agonist of cAMP-regulated guanine nucleotide exchange factor 3 (EPAC1): primary screen; Rap guanine nucleotide exchange factor 3 (Homo sapiens), O95398; EPAC1 agonist qHTS, biochemical assay; response scale: 100% = response to 6.5 mM cAMP; Potency, µM (doses to about 154 µM), for the others: at the top dose activation, actives largely listed as activators; 360,000 compounds, 0.073% hits; AID 720707, 2013; also: potency is read from the fitted curve at half-maximal effect; nearly all actives have a fitted effect of over 60% in size
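Compounds were pinned as a concentration titration into mixtures of EPAC1 (100 nM), BODIPY-GDP-loaded Rap1B (250 nM) and GDP (50 uM). After 5 min at room temperature, fluorescence was followed for 30 min; activity was scaled to 6.5 mM cAMP.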
WRN helicase inh: qHTS for Inhibitors of WRN Helicase. WRN helicase unwinding, fluorescent forked duplex, kinetic. 360,000 compounds, 0.46% hits. Bifunctional 3'-5' exonuclease/ATP-dependent helicase WRN (Homo sapiens), Q14191. Potency, µM (top dose mostly 114 µM), for inactives: at the highest dose activity change, negative = inhibition, hits mostly inhibitors; also: potency is read from the fitted curve at half-maximal effect; % is scaled to controls: 0 for no effect and ±100 for the full control effect; nearly all actives have a fitted effect of over 55% in size
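Fluorescence dequenching readout, ex 525 nm/em 598 nm, kinetic mode: forked duplex DNA (100 nM final) with adjacent fluorophore and quencher unwound by WRN (20 nM final) with 2 mM ATP. Compound preincubation 15 min, room temperature.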
FUS suppressor: qHTS for Suppressors of FUS Proteinopathy: Primary screen using FUS-linked yeast assay. S. cerevisiae FUS-expressing, growth rescue, OD600, 24 h. Potency, µM (highest dose often 76.6 µM), without a hit: at the top dose growth rescue (activation), usual class: activators. 390,000 compounds, 0.24% hits. AID 1347120, 2019;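 also: potency is read from the fitted curve at half-maximal effect; plate controls were DMSO vehicle for no effect and reference control for full effect; nearly all actives have a fitted effect of over 55% in size; some results filed as inactive show a strong effect at the top dose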
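Cultures pregrown in 2.5% raffinose medium are shifted to minimal medium containing 2% galactose to express toxic FUS. Compounds are tested at several concentrations. After 24hr at 30C, growth is quantified at 600 nm absorbance.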
PLK1 PBD inh: qHTS for Inhibitors of PLK1-PDB (polo-like kinase 1 - polo-box domain): Primary Screen | Serine/threonine-protein kinase PLK1 (Homo sapiens), P53350 | Potency, µM, without a hit: max response, negative = inhibition, actives largely listed as inhibitors | 360,000 compounds, 2.8% hits | Plk1 PBD binding of FITC phosphopeptide, fluorescence polarization; also: potency is read from the fitted curve at half-maximal effect; series mostly up to about 57 µM; % is scaled to controls: 0 for no effect and ±100 for the full control effect; nearly all actives have a fitted effect of over 65% in size
Target sequence (P53350 whole entry, looked up, the tested form may be a part): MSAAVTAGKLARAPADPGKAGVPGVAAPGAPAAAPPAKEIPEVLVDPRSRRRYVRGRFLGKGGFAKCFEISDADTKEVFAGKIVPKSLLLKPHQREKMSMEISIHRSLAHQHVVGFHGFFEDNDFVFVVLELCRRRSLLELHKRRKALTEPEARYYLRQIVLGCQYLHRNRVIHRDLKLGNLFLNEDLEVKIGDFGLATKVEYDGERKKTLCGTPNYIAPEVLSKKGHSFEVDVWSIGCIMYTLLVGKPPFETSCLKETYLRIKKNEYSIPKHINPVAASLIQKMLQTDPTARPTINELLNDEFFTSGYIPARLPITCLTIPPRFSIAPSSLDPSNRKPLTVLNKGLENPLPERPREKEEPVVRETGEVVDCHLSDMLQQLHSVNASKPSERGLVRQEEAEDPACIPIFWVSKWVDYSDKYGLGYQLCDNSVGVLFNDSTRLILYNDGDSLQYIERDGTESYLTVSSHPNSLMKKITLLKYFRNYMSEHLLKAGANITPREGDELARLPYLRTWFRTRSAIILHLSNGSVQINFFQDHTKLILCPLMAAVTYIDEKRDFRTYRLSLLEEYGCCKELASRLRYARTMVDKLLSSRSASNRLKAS
Abeta yeast res: qHTS for compounds that reverse cellular toxicity of Amyloid beta (A-beta) peptide in yeast: Primary Screen; yeast expressing A-beta42, growth rescue, OD600, 48 h; response scale: 0% DMSO, 100% iron-clioquinol control; Potency, µM (titrated, usually from 46.1 µM), for inactives: at the top dose growth rescue, most hits filed as activators; 410,000 compounds, 0.063% hits; AID 1347071, 2019; also: potency is read from the fitted curve at half-maximal effect; nearly all actives have a fitted effect of over 55% in size
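Growth rescue measured by 600 nm absorbance after 48 h yeast culture at 30 C with compound. Values normalized between DMSO and an equimolar ferric chloride plus clioquinol control.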
Numbers without * were called inactive; ? = inconclusive; . = no result given; [ ] = another dose, or the depositor's remark. Unless noted, calls follow the shape of the dose curve; as a rule, active = well fitted curve in the direction sought with a large enough effect; inconclusive = small, poorly fitted or top-dose-only effect, or another doubt; inactive = no such curve, though single readings can be large; an effect the other way counts as inactive or inconclusive.

cpd | mol | PLK1 PBD inh | FUS suppressor | EPAC1 ag | aSyn rescue | WRN helicase inh | IL2 activator | EPAC1 antagonist | PI5P4Ka inh | Abeta yeast res
1 | CCc1nnc(NC(=O)c2ccc(COc3ccccc3Cl)o2)s1 | -6% | -12% | 4% | 2% | -5% | 1.1 | -28% | 4 | -3%
2 | O=C(NCC(O)CN1CCOCC1)c1ccc([N+](=O)[O-])cc1 (stereo not drawn) | -9% | -2% | 8% | -2% | 1% | -0.9 | -8% | -2 | -1%
3 | CC(C)CC(=O)c1c[nH]c(C(=O)NCCc2ccccn2)c1 | -2% | 19% | 8% | 0% | -5% | -0.4 | -4% | -1 | 13%
4 | CCc1nnc(NC(=O)Cn2nc(-c3ccccc3OC)ccc2=O)s1 | -10% | 26% | 7% | 2% | -7% | -0.6 | -6% | . | -2%
5 | COc1ccc(CCNC(=O)c2cc(S(=O)(=O)N3CCOCC3)ccc2N2CCCC2)cc1OC | -7% | 17% | -44%[inhibitor] | 0% | -15% | -0.2 | 3% | 3 | 14%
6 | COC(C(=O)Nc1ccnn1C1CCN(Cc2ccc(C)s2)CC1)c1ccccc1 (stereo not drawn) | -12% | 1% | 2% | -6% | 9% | 0.3 | 2% | 1 | -8%
7 | CCN(Cc1ccccc1)S(=O)(=O)c1cc(C(=O)NC(C)C2CC3CCC2C3)ccc1OC (stereo not drawn) | 0% | ? | -5% | 12% | -5% | -3.1 | -8% | 2 | 23%
8 | Cc1ccc(C2=NN(CCC(=O)NCCCN3CCOCC3)C(=O)CC2)cc1 | -21% | -7% | 6% | 1% | -8% | -4.0 | -28% | 1 | 2%
9 | Cc1ccc(S(=O)(=O)CCC(=O)OC(C)C(=O)NC2CCCCC2C)cc1 (stereo not drawn) | -14% | . | 4% | -1% | -13% | -0.5 | -3% | -5 | -6%
10 | CCC(=O)N1CCCC(C(=O)Nc2ccc3cn[nH]c3c2)CC1 (stereo not drawn) | -3% | -14% | 8% | 5% | 0% | -0.6 | -2% | 4 | 5%
11 | COCCN(Cc1cn[nH]c1-c1ccc2cc(OC)ccc2c1)C(C)C | -7% | 10% | 5% | 2% | 4% | 1.3 | 3% | 2 | -2%
12 | CCc1ccc2[nH]c(=O)c(C3C(C#N)=C(N)Oc4c3ccc3cccnc43)cc2c1 (stereo not drawn) | -28% | 25µM* | 10% | 8% | -14% | -1.0 | -6% | -51* | -36%[inhibitor]
13 | CC(=O)c1ccc(S(=O)(=O)Nc2ccc3c(c2)OCO3)cc1 | -29% | 3% | 9% | 11% | -3% | -0.4 | -34% | -24 | -7%
14 | O=C(CSc1nnc(NC(=O)c2c(F)cccc2F)s1)NC1CCCC1 | -10% | 15% | -2% | -6% | 1% | 2.9 | 14% | 0 | -8%
15 | Cc1onc(-c2ccccc2)c1C(=O)NC(=S)NNC(=O)c1ccco1 | -13% | 26% | 1% | ? | 4% | -0.6 | -2% | -10 | -38%[inhibitor]
16 | C=C(C)CNC(=S)Nc1nc2c(cc1C(=O)OCC)CCCC2 | -14% | -20% | 6% | 1% | -6% | 0.0 | -4% | -14 | -6%
17 | CN(C(=O)Nc1cnc2ccccc2c1)c1ccccc1 | -3% | -3% | 12% | 3% | -1% | -2.2 | -11% | 1 | -1%
18 | CCOc1ccc(Cl)cc1CNCCCSc1ncccn1 | 0% | -5% | 9% | -4% | -1% | 0.1 | 13% | 5 | -6%
19 | S=C(Cc1ccc(Cl)cc1)N1CCOCC1 | ? | 8% | 6% | -1% | 5% | -0.1 | -7% | -3 | 5%
20 | COc1ccc(C(=O)/C=C(\N)C(F)(F)F)c(O)c1 | -7% | 27% | -9% | -1% | -15% | -0.3 | 8% | . | -5%
21 | O=C(Cn1c(C(F)(F)F)nc2ccccc21)N1CCCC1 | -8% | -22% | -7% | 1% | -4% | -1.5 | 1% | 5 | -6%
22 | CC1Cc2ccccc2N1c1ncnc2c1nnn2Cc1ccccc1Cl (stereo not drawn) | 27µM* | -21% | 5% | -16% | 7% | -0.1 | -7% | 0 | -41%[inhibitor]
23 | CCOC1CCCc2oc(-c3ccsc3)c(-c3cnc(OC)nc3)c21 (stereo not drawn) | -27% | -1% | -12% | -12% | -1% | 0.8 | -15% | 4 | -14%
24 | CCOc1cc(C2C(C(=O)OC)=C(C)N=C3SC(C)C(=O)N32)ccc1OC(C)=O (stereo not drawn) | -1% | 35% | 0% | 0% | 2% | -0.4 | -19% | 1 | -4%
25 | CC(C)Oc1ccc(CNC2CCOC(C)(C)C2)cc1 (stereo not drawn) | -7% | 18% | 8% | -1% | 0% | -0.4 | 17% | . | -13%
26 | O=C(C1CCCCC1)N1CCC2CC1c1cc(-c3ccc4c(c3)OCO4)ccc12 (stereo not drawn) | -2% | 36% | -17% | 19% | -2% | -0.7 | 6% | 2 | -11%
27 | Cc1ccc(NC(=O)COC(=O)c2ccc(NC(=O)CC#N)cc2)cc1S(=O)(=O)N1CCOCC1 | -10% | ? | 6% | -3% | -20% | 0.1 | -20% | -25 | -7%
28 | CCCNC(=O)Nc1cc(OCC)c(N2CCOCC2)cc1OCC | 2% | -3% | 4% | -6% | -7% | -2.0 | -12% | -1 | -1%
29 | CCc1cccc(C)c1NC(=O)CSc1nc2ccccc2n1CC(=O)N(C)C | -7% | 5% | 2% | 4% | 1% | -1.2 | 6% | . | -17%
30 | COc1ccc(C2CC(=O)N(CC(=O)NCC3CCCO3)c3ccccc3S2)cc1 (stereo not drawn) | -16% | -1% | 8% | -5% | -4% | 1.0 | -23% | -6 | 4%
31 | Cc1cccc(CSc2nnc(-c3ccccn3)n2N)c1 | -6% | 27% | 2% | -1% | -2% | 1.1 | 5% | . | 13%
32 | Cc1ccc2nc(N3C(=O)C(O)=C(C(=O)c4ccco4)C3c3cccc(O)c3)sc2c1 (stereo not drawn) | 19µM* | 16µM* | 0% | 2% | -2% | -2.2 | ? | ? | -6%
33 | COc1ccc(CNC(=O)c2cccc(NC3=NC4CS(=O)(=O)CC4S3)c2)cc1 (stereo not drawn) | 3% | -19% | 0% | ? | 1% | 0.6 | -2% | 0 | 5%
34 | Cc1ccccc1-c1cn(-c2ccccc2)c(=S)[nH]1 | -8% | 20% | -1% | 15% | ? | 0.4 | -19% | -28 | ?
35 | O=C(CN1C(=O)c2ccccc2C1=O)OCC(=O)c1ccc(F)cc1 | 0% | 9% | 0% | 9% | -9% | 0.2 | 7% | 3 | 8%
36 | CCCn1c(N)c(N(CCOC)C(=O)c2ccc(N3CCCC3=O)cc2)c(=O)[nH]c1=O | 3% | 8% | -2% | ? | 6% | 2.4 | 2% | 6 | -5%
37 | Cc1nn(Cc2ccccc2)c(C)c1C(=O)N1CCN(CC(=O)Nc2ccccc2Cl)CC1 | -8% | 11% | 7% | 0% | 2% | 0.3 | 1% | 11 | 12%
38 | CCc1ccc(/C=C/C(=O)c2cc(Br)ccc(=O)c2O)cc1 | 21µM* | ? | 6% | -64%[inhibitor] | -27% | -0.3 | -25% | -29 | 5%
39 | CCOC(=O)c1ccc(NC(=O)CSC2=NN3CCCC(=O)N=C3S2)cc1 | -15% | 3% | 16% | -6% | -4%[57.1 µM] | -2.0 | 10% | 1 | -2%
40 | COc1ccc(N2CCN(CCNC(=O)Nc3cc(Cl)ccc3Cl)CC2)cc1 | -1% | 16% | -8% | -1% | -3% | 0.1 | -16% | 4 | 1%
41 | O=C1N(c2ccc3c(c2)OCCO3)C(c2ccccc2)C1(F)F (stereo not drawn) | -8% | 3% | 13% | -20% | -4% | -2.4 | -10% | 14 | 14%
42 | O=[N+]([O-])c1ccc(NS(=O)(=O)N2CCOCC2)cc1 | -2% | . | 10% | -1% | 5% | -0.4 | -1% | -7 | 5%
43 | Cc1ccc(C)c(-n2c(CNC(=O)c3ccco3)nnc2SCC(=O)Nc2nnc(C)s2)c1 | -8% | -1% | 7% | -3% | 7% | 1.2 | 1% | -27 | 6%
44 | CCN(CC)Cc1c(O)ccc2c(=O)c(-c3ccccc3Cl)coc12 | -4% | 15% | 3% | 2% | -1% | -1.2 | -24% | 7 | 12%
45 | COc1ccc(CCNC(=O)CCCN2C(=O)c3ccccc3C2=O)cc1 | -20% | 0% | 3% | 1% | 10% | 0.3 | -3% | 0 | 14%
46 | Cc1cccc(C)c1NC(=S)N(CCN1CCCCCC1)Cc1ccco1 | -8% | 20% | -2% | -4% | -27% | -2.9 | 22% | -7 | -12%
47 | CCOc1ccc(C(=O)NCc2cccnc2)cc1 | -7% | -17% | 6% | 1% | -3% | 1.0 | 1% | . | 5%
48 | Cc1cc(C(C)(C)C)cc(S(=O)(=O)NCCO)c1C | 1% | 13% | -12% | -7% | -10% | 1.9 | 7% | 7 | 23%
49 | Cc1cccc(CN2C(=O)N/C(=C/c3ccc(C)s3)C2=O)c1 | 23% | 5% | -9% | 2% | 0% | 14 | 13% | -18 | 23%
50 | S=C(NCCc1ccccc1)Nc1nccs1 | ? | -12% | 3% | -14% | -10% | -1.2 | -6% | -20 | 4%
